TRHR PAM = allosterically enhances the human TRH receptor; 360,000 tested, 0.66% active; TRHR cells, fluo-8 calcium fluorescence, EC20 TRH enhancement; enhancement, % at 2 µM; P34981; in the data active = enhancement above about 30%; also: 0% is about no effect
Target sequence (P34981 whole entry, looked up): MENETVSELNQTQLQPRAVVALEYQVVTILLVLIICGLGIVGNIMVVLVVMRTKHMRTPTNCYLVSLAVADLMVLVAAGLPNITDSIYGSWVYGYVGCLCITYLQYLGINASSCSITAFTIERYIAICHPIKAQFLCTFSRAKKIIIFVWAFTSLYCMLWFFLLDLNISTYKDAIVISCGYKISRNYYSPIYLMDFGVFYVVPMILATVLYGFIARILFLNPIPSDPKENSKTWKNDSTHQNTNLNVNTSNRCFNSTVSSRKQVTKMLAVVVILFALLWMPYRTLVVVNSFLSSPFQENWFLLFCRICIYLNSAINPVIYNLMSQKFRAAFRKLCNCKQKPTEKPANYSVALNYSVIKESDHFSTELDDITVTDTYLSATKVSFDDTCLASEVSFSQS
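TRHR-expressing cells loaded with fluo-8 calcium dye were read kinetically (ex 480/em 530) during compound addition, then stimulated with an EC20 of TRH (10 nM final). Enhancement of the Gq-mediated intracellular calcium response was scored.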
D2 ag = agonists of human D2 dopamine receptor | P14416 | HEK293 T-REx D2 cells, calcium flux agonist mode | activation, % at 2 µM | 340,000 tested, 0.53% active | AID 485358;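 active = activation over 3 SD above normal in the single-dose calcium agonist read, cut at about 30% in these data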; also: 0% is about no effect
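In this primary screen, compounds producing a positive calcium signal within 180 s of addition to tetracycline-induced, force-coupled HEK293 Trex D2 cells are flagged; cells are dye-loaded with a no-wash calcium kit beforehand.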
D1 agonist = activates the human D1 dopamine receptor | P21728 | HEK293 T-REx D1 cells, calcium flux, agonist mode | activation, % at 2 µM | 360,000 tested, 1% active; also: 0% is about no effect
Target sequence (P21728 whole entry, looked up): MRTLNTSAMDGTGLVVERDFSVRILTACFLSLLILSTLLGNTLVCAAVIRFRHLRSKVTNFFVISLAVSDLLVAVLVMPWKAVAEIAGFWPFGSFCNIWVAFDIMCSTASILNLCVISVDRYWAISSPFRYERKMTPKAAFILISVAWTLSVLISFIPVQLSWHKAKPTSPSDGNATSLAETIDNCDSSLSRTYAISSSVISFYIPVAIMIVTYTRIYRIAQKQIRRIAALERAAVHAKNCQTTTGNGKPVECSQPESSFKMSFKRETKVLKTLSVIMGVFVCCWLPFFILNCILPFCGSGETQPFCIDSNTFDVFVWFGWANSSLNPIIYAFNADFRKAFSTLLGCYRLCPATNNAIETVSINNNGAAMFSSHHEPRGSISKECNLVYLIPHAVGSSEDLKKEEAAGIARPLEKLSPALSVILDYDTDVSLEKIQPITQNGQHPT
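Tetracycline-induced HEK293 TREx D1 cells, force-coupled to calcium signalling, were dye-loaded with a no-wash calcium kit. Compound was pin-added after a 10 s baseline. Fluorescence was read kinetically at 1 cycle/s for 180 s, with calcium rises flagged as agonism.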
D2 antag = antagonizes the human D2 dopamine receptor; P14416; 340,000 tested, 2% active; AID 485344; inhibition, % at 10 µM; HEK293 TREx D2 cells, calcium flux, dopamine EC80; in the data active = inhibition above about 30%; also: 0% is about no effect
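Dopamine at EC80 is the agonist stimulus; test compounds precede it by 180 s. Calcium flux read kinetically in a force-coupled, inducible HEK293 T-REx D2 cell line.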
D2 potentiator = positively modulates the human D2 dopamine receptor allosterically. P14416. HEK293 T-REx D2, calcium flux, EC20 dopamine potentiation. potentiation, % at 10 µM. 340,000 tested, 0.34% active. AID 485347;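 active = potentiation over 3 SD above the plate norm, cut at about 30% in these data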; also: 0% is about no effect
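Tetracycline-induced Hek293 Trex D2 cells, force-coupled to calcium, loaded with no-wash calcium dye. Compound added with 180 s kinetic read for agonism, then EC20 dopamine and a further 180 s read for potentiation.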
TRHR ag = agonists of human TRH receptor | 360,000 tested, 0.18% active | P34981 | TRHR cells, calcium flux fluo-8, FDSS agonist mode | activation, % at 2 µM; also: 0% is about no effect
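Agonist-mode FDSS calcium read (Ex 480/Em 530, 1 s cycles) in 1536-well TRHR cells with fluo-8 dye, after 10-cycle baseline and 23 nL compound addition; TRH at EC20 (10 nM final) added afterwards for the enhancer phase.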
RXFP1 antagonist = RXFP1 (human) relaxin receptor antagonism; Q9HBX9; HEK293-RXFP1, relaxin-stimulated cAMP HTRF, 30 min; stronger effect = lower value; activity change, negative = inhibition, % at 57.5 µM; 350,000 tested, 0.59% active;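 active = activity change of -60% or lower, but not beyond a set lower limit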; also: % is scaled to controls: 0 for no effect and ±100 for the full control effect
D1 antag = blocks dopamine activation of the human D1 receptor; P21728; HEK293 TREx D1 cells, calcium flux, dopamine EC80; stronger effect = lower value; activity change, negative = inhibition, % at 10 µM; 360,000 tested, 3.2% active; AID 504652; in the data active = activity change below about -30%; also: % is scaled to controls: 0 for no effect and ±100 for the full control effect
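Allosteric or orthosteric antagonism assessed as attenuation of the calcium response to EC80 dopamine, added 180 s after compound, in induced HEK293 Trex D1 cells loaded with no-wash calcium dye.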
D1 potentiator = enhances dopamine response at the human D1 receptor; potentiation, % at 10 µM; 360,000 tested, 0.036% active; P21728; HEK293 TREx D1 cells, calcium flux, dopamine EC20 potentiation; in the data active = potentiation above about 30%; also: 0% is about no effect
An asterisk follows results filed as active; & = joins results of further samples. Rule as the data show it, unless noted: active = activation above about 30%; inactive = the rest.

For CC1(C)C(=O)Nc2ccccc2N1C(=O)COC(=O)COc1ccc(C#N)cc1 the results were TRHR PAM -2, D2 ag 0.9, D1 agonist 4, D2 antag 10, D2 potentiator -5, TRHR ag 0.1, RXFP1 antagonist -7, D1 antag 6 and D1 potentiator -2.
`Cc1ccc(C2=NN=C(NC(=O)CSc3nncn3C)SC2)cc1` gave TRHR PAM 2, D2 ag -0.5, D1 agonist 2, D2 antag -1, D2 potentiator 4, TRHR ag -0.7, RXFP1 antagonist -29, D1 antag 7 and D1 potentiator 3.
Screening Cc1ccc(NC(=O)CCn2c(=O)[nH]c3ccsc3c2=O)cc1 returned TRHR PAM 10, D2 ag 0.1, D1 agonist 1, D2 antag 11, D2 potentiator 17, TRHR ag 0.1, RXFP1 antagonist -39, D1 antag -6 and D1 potentiator 8.
For Clc1ccc(OCc2nn3c(C4CCCCC4)nnc3s2)c(Cl)c1 the results were TRHR PAM 2, D2 ag -0.3, D1 agonist 5, D2 antag 12, D2 potentiator 6, TRHR ag 0.2, RXFP1 antagonist -6, D1 antag -7 and D1 potentiator -3.
For CC(C)Cn1c(CCC(=O)O)ccc1-c1cccs1 the results were TRHR PAM 0, D2 ag 0.9, D1 agonist 2, D2 antag 5, D2 potentiator 2, TRHR ag -0.2, RXFP1 antagonist -15, D1 antag -12 and D1 potentiator -4.
`CC(NS(C)(=O)=O)C(c1cccs1)N1CCN(Cc2ccccc2)CC1` (stereo not drawn) gave TRHR PAM -2, D2 ag 15, D1 agonist -2, D2 antag 12, D2 potentiator -5, TRHR ag -0.2, RXFP1 antagonist -13, D1 antag 13 and D1 potentiator 5.
`CCCn1c(SCC(=O)Nc2ccc3c(c2)OCCO3)n[nH]c1=O` gave TRHR PAM -2, D2 ag 0.1, D1 agonist 2, D2 antag -13, D2 potentiator 9, TRHR ag -0.1, RXFP1 antagonist -10, D1 antag 0 and D1 potentiator 6.
CCN(CC)C(=O)C1CCCN(Cc2ccccc2)C1 (stereo not drawn) was read as TRHR PAM 0, D2 ag -0.3, D1 agonist 3, D2 antag 9, D2 potentiator -6, TRHR ag 0.5, RXFP1 antagonist -2, D1 antag 11 and D1 potentiator -20.
Screening COc1ccc(Cc2nc(C(=O)NCc3ccccc3OC)cs2)cc1 returned TRHR PAM -1, D2 ag 20, D1 agonist 4, D2 antag -4, D2 potentiator -1, TRHR ag -0.2, RXFP1 antagonist -1, D1 antag 7 and D1 potentiator -7.
`CC1=C(C(=O)N2CCN(c3cccc(C)c3C)CC2)C2(CCCCC2)OC1=O` gave TRHR PAM 14, D2 ag -0.1, D1 agonist 2, TRHR ag -0.2, RXFP1 antagonist -13, D1 antag 22 and D1 potentiator -1.
Screening CCOC(=O)c1nn(-c2ccc(C)cc2)c(=O)cc1OCC(=O)Nc1cccc(C)c1 returned TRHR PAM 17, D1 agonist 7, TRHR ag 0.3, RXFP1 antagonist -20, D1 antag 0 and D1 potentiator -11.
Cc1ccc(/C=N/N2C(=O)c3ccccc3NC2c2ccc(C)cc2)cc1 (stereo not drawn) was read as TRHR PAM -6, D2 ag -0.3, D1 agonist 1, D2 antag -4, D2 potentiator -4, TRHR ag 0.1, RXFP1 antagonist -1, D1 antag -21 and D1 potentiator -2.
Screening Nc1nc(SCc2ccccc2Cl)nc2nc3c(cc12)CCCC3 returned TRHR PAM -16, D2 ag 0.8, D1 agonist 0, D2 antag 11, D2 potentiator 3, TRHR ag 0.0, RXFP1 antagonist -8, D1 antag -9 and D1 potentiator 0.
For CCc1ccc(C(=O)COC(=O)c2ccco2)cc1 the results were TRHR PAM 5, D2 ag -0.5, D1 agonist 4, D2 antag -18, D2 potentiator 1, TRHR ag 0.0, RXFP1 antagonist -2, D1 antag 4 and D1 potentiator 1.
COC(=O)CCC(=O)Nc1cc(S(=O)(=O)Nc2ccc(Cl)cc2)ccc1N1CCOCC1 was read as TRHR PAM 3, D2 ag 0.0, D1 agonist 3, D2 antag 5, D2 potentiator -9, TRHR ag 0.1, RXFP1 antagonist 3, D1 antag -17 and D1 potentiator 0.
`CCCC(=O)Nc1cc(C(=O)O)ccc1Sc1ccccc1` gave TRHR PAM -2, D2 ag -0.1, D1 agonist 5, D2 antag -11, D2 potentiator -3, TRHR ag 0.2, RXFP1 antagonist -11, D1 antag -16 and D1 potentiator -4.
COC(=O)N1CCN(S(=O)(=O)c2ccc(F)cc2)CC1 was read as TRHR PAM 1, D2 ag 0.5, D1 agonist 0, D2 antag -3, D2 potentiator -1, TRHR ag 0.3, RXFP1 antagonist 6, D1 antag -13 and D1 potentiator -11.
For Cc1nnc(C)c2c(C)n(-c3ccccc3N)c(C)c12 the results were TRHR PAM 9, D2 ag 2.1, D1 agonist 4, D2 antag 12, D2 potentiator 7, TRHR ag 2.6, RXFP1 antagonist -2, D1 antag 7 and D1 potentiator -6.
`O=C(Nc1ccc2c(c1)OCCO2)c1ccc(Cl)cc1Cl` gave TRHR PAM 0, D2 ag 0.8, D1 agonist 5, D2 antag 5, D2 potentiator -4, TRHR ag -1.0, RXFP1 antagonist 8, D1 antag -17 and D1 potentiator 5.
For CCCn1c(CNC(=O)Cc2ccccc2)nc2ccccc21 the results were TRHR PAM -3, D2 ag -0.5, D1 agonist 1, D2 antag 7, D2 potentiator 1, TRHR ag -0.1, RXFP1 antagonist 6, D1 antag -2 and D1 potentiator 0.
For Cc1ccnc(NC(=O)c2cc3ccccc3oc2=O)c1 the results were TRHR PAM 13, D2 ag 0.0, D1 agonist 3, D2 antag 4, D2 potentiator -14, TRHR ag 0.1, RXFP1 antagonist -17, D1 antag 2 and D1 potentiator 2.
`O=C(O)c1cc(C2CC2)nn1-c1ccccc1` gave TRHR PAM 6, D2 ag -0.1, D1 agonist 3, D2 antag -14, D2 potentiator 29, TRHR ag 0.1, RXFP1 antagonist 5, D1 antag 7 and D1 potentiator -1.
Screening CC(C)(C)NS(=O)(=O)c1cc2c3c(c1)CCN3C(=O)CC2 returned TRHR PAM 0, D2 ag 0.0, D1 agonist 4, D2 antag 22, D2 potentiator -3, TRHR ag 0.3, RXFP1 antagonist -2, D1 antag -4 and D1 potentiator 1.
COc1ccc(Nc2nc(-c3ccccc3F)nc3ccccc23)cc1OC was read as TRHR PAM 0&5, D2 ag -1.4, D1 agonist 0&-3, D2 antag -10, D2 potentiator -3&21, TRHR ag -1.2&-1.4, RXFP1 antagonist 2&-32, D1 antag -3&10 and D1 potentiator -5&-1.

Reprinted at random: three compounds from above, in no set order.
COc1ccc(Nc2nc(-c3ccccc3F)nc3ccccc23)cc1OC was read as TRHR PAM 0&5, D2 ag -1.4, D1 agonist 0&-3, D2 antag -10, D2 potentiator -3&21, TRHR ag -1.2&-1.4, RXFP1 antagonist 2&-32, D1 antag -3&10 and D1 potentiator -5&-1.
For Cc1ccnc(NC(=O)c2cc3ccccc3oc2=O)c1 the results were TRHR PAM 13, D2 ag 0.0, D1 agonist 3, D2 antag 4, D2 potentiator -14, TRHR ag 0.1, RXFP1 antagonist -17, D1 antag 2 and D1 potentiator 2.
For CCc1ccc(C(=O)COC(=O)c2ccco2)cc1 the results were TRHR PAM 5, D2 ag -0.5, D1 agonist 4, D2 antag -18, D2 potentiator 1, TRHR ag 0.0, RXFP1 antagonist -2, D1 antag 4 and D1 potentiator 1.

The list goes on.
CCCCn1c(C)nc2cc(S(=O)(=O)N3CCOCC3)ccc21 was read as TRHR PAM -6, D2 ag 0.3, D1 agonist 2, D2 antag -15, D2 potentiator -13, TRHR ag 0.0, RXFP1 antagonist -8, D1 antag 7 and D1 potentiator -7.
Screening Cc1ccc(S(=O)(=O)N(CC(=O)N2CCOCC2)C2CCCCC2)cc1 returned TRHR PAM -6, D2 ag 1.0, D1 agonist 0, D2 antag 2, D2 potentiator -4, TRHR ag 0.3, RXFP1 antagonist 10, D1 antag 21 and D1 potentiator 4.
CC(C)C(OC(=O)c1ccco1)C(=O)NCc1ccc2c(c1)OCO2 (stereo not drawn) was read as TRHR PAM 4, D2 ag -1.2, D1 agonist 1, D2 antag -5, D2 potentiator 20, TRHR ag 0.2, RXFP1 antagonist 10, D1 antag 6 and D1 potentiator -3.
`CCN(CC(=O)NCc1ccc(Cl)cc1)C(=O)/C=C/c1ccccc1` gave TRHR PAM -6, D2 ag -1.3, D1 agonist 0, D2 antag 15, D2 potentiator 6, TRHR ag -0.3, RXFP1 antagonist -7, D1 antag -31* and D1 potentiator 2.
For COc1ccc(CNS(=O)(=O)c2ccc(F)c(C(=O)Nc3c(C)cc(C)cc3C)c2)cc1 the results were TRHR PAM -7, D2 ag 0.7, D1 agonist 2, D2 potentiator -5, TRHR ag -0.3, RXFP1 antagonist -1, D1 antag 7 and D1 potentiator -1.
COc1ccc(-c2oc3ncn4nc(-c5ccccc5C)nc4c3c2-c2ccc(OC)cc2)cc1 was read as TRHR PAM -1, D2 ag 0.7, D1 agonist -1, D2 potentiator -15, TRHR ag 1.5, RXFP1 antagonist -2, D1 antag -14 and D1 potentiator 2.
`Cc1ccc(C(=O)NCC(c2ccco2)N2CCc3ccccc3C2)cc1C` (stereo not drawn) gave TRHR PAM -5, D2 ag 0.6, D1 agonist 4, D2 antag -6, D2 potentiator -13, TRHR ag -0.1, RXFP1 antagonist -33, D1 antag 4 and D1 potentiator -6.
Screening COc1cc(C(=S)N2CCN(C(c3ccccc3)c3ccccc3)CC2)cc(OC)c1O returned TRHR PAM 6, D2 ag 0.9, D1 agonist 7, D2 antag -7, D2 potentiator -2, TRHR ag -0.4, RXFP1 antagonist -9, D1 antag 20 and D1 potentiator 1.
CC(C)N(C(=O)CSc1nn2c(=O)c(C(C)(C)C)nnc2s1)c1ccccc1 was read as TRHR PAM -8, D2 ag -0.5, D1 agonist 1, D2 antag 11, D2 potentiator 7, TRHR ag 0.3, RXFP1 antagonist -12, D1 antag 1 and D1 potentiator 0.
`O=C(NC(C(=O)c1ccccc1)N1CCCCC1)c1ccccc1` (stereo not drawn) gave TRHR PAM 1, D2 ag 0.4, D1 agonist 1, D2 antag 2, D2 potentiator 3, TRHR ag -0.1, RXFP1 antagonist -1, D1 antag -2 and D1 potentiator 4.
Screening CC(=O)c1c(-c2ccccc2)c2cc(Cl)ccc2n(C)c1=O returned TRHR PAM -7, D2 ag 0.8, D1 agonist 6, D2 antag 7, D2 potentiator 0, TRHR ag -0.7, RXFP1 antagonist -30, D1 antag 3 and D1 potentiator -3.
`CCN(C(=O)COC(=O)CC1CCCCC1)c1c(N)n(Cc2ccccc2)c(=O)[nH]c1=O` gave TRHR PAM 3, D2 ag -0.2, D1 agonist 1, D2 antag 9, D2 potentiator -2, TRHR ag 0.1, RXFP1 antagonist -5, D1 antag -5 and D1 potentiator -8.
Screening O=C(CCC1CCCN(C(=O)C2(c3ccccc3)CC2)C1)N1CCN(c2ccccn2)CC1 (stereo not drawn) returned TRHR PAM 2, D2 ag 0.2, D1 agonist 3, D2 antag 5, D2 potentiator -5, TRHR ag 0.1, RXFP1 antagonist 1, D1 antag 12 and D1 potentiator -2.
